# Compound activity (PubChem BioAssay)
# Kir21 inh = inhibitors of mouse Kir2.1 inward-rectifier potassium channel. 310,000 tested, 0.85% active. Inward rectifier potassium channel 2 (Mus musculus), P35561. B-score at 10 µM. HEK293-Kir2.1, FluxOR thallium flux fluorescence; active compounds read low;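 active = fluorescence ratio B-score at or below minus 3 SD of library scores, with starting-brightness B-score within 2 SD, cut at about -4.2 in these data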;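 note: channel flux triggered by added potassium and thallium sulfate stimulus; B-score of peak minus minimum fluorescence over baseline after thallium stimulus; more negative B-score means stronger Kir2.1 block with less thallium influx; some compounds called inactive have numbers as strong as hits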
# Target sequence (P35561 whole entry, looked up): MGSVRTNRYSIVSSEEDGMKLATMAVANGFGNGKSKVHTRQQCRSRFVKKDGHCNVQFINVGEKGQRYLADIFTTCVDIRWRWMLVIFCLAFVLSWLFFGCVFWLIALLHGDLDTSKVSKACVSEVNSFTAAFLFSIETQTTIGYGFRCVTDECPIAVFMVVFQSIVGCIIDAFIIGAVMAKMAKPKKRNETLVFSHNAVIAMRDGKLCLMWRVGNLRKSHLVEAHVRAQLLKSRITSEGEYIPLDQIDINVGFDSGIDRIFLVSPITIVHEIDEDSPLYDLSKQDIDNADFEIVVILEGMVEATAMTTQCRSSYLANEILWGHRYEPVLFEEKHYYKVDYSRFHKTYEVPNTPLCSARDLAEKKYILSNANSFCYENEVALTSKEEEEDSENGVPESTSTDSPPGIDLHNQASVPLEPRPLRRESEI
# STK33 inh = inhibitors of purified STK33 kinase, primary screen, biochemical, ADP-Glo luminescence, homogeneous, cell-free; Serine/threonine-protein kinase 33 (Homo sapiens), Q9BYT3; MBP phosphorylation; inhibition, % at 10 µM; 320,000 tested, 0.073% active; AID 2661, 2010;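 active = inhibition at or above 25%, using the most active replicate where run in duplicate; inactive = inhibition below 25%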
# Target sequence (Q9BYT3 whole entry, looked up): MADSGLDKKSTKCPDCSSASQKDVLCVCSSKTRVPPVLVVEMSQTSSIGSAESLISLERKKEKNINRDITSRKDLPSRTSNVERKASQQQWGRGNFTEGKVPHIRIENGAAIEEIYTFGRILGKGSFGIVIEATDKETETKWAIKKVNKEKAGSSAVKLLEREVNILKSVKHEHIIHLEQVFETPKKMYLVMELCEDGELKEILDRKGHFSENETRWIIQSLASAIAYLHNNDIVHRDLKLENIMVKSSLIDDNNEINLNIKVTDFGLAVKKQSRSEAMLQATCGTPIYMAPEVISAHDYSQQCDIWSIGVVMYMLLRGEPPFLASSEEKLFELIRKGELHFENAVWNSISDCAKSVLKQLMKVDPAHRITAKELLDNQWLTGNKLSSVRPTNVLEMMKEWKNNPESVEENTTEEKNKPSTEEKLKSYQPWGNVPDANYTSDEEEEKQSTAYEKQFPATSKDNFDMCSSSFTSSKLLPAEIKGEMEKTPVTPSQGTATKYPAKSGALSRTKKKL
# * = called active by the depositor; . = no result given. Compounds were not picked by outcome, and some 0.84% of all compounds hit somewhere here.
SMILES,Kir21 inh,STK33 inh
CCN1CCN(C(=O)c2ccc3c(c2)N(Cc2ccc(C)cc2)CCS3)CC1,-0.32,-0.9
O=C(Cn1ccc(NC(=O)OCc2ccccc2)nc1=O)NCCc1c[nH]c2ccccc12,.,-0.9
ClCc1csc(N/N=C/c2cccs2)n1,0.02,-1.4
O=C1C=C(c2ccc3[nH]ccc3c2)CCC1,0.4,-1.2
CCCCCNc1nc(-c2ccccc2)nc(-n2ccnc2)n1,-0.7,-1.8
COCCN(C(=O)CNC(=O)c1ccco1)C(C(=O)NC1CCCC1)c1ccc(OC)c(OC)c1 (stereo not given),-1.81,-1.2
COc1ccc(OC)c(N=C(C)C2=C(O)COC2=O)c1,0.91,-0.4
COc1cc(OC)cc(C(=O)N[C@H](C(=O)OCC(N)=O)C(C)C)c1,0.3,-0.5
COc1ccc(C(=O)Nc2ccc(N3CCN(C(=O)c4ccccc4C)CC3)cc2)cc1,0.23,-0.7
CCC(=O)Nc1ccc(C(=O)CSc2nnc(-c3ccccc3F)n2CCc2ccccc2)cc1,-0.22,-0.1
CN(c1ccccc1)S(=O)(=O)c1cccc(NC(=O)Cc2n[nH]c(=O)c3ccccc23)c1,.,3.6
CN(O)C(=O)Nc1ccc([N+](=O)[O-])cc1,-2.03,0.6
Oc1ccc2ccccc2c1CN1CCCC1,-0.74,-0.3
COc1cc2c(cc1OC)C(CSc1ccccc1C(=O)O)=NC(C)(C)C2,0.75,1.0
CC1CCCCN1CCNC(=O)C1CCN(S(=O)(=O)c2cccc3nsnc23)CC1 (stereo not given),0.06,-2.9
COc1ccc(/C=C/C(=O)O/N=C(\N)c2ccccn2)cc1OC,.,-1.6
CCc1ccc(CN(C)C(=O)C2CCC(=O)N(CC3CCCCC3)C2)cc1 (stereo not given),-0.37,0.8
O=C(CCCN1C(=O)c2cccc3cccc(c23)C1=O)N1CCN(Cc2ccc3c(c2)OCO3)CC1,-0.08,-0.4
Cc1cc(Cl)ccc1OCC(=O)NCC(=O)N/N=C/c1ccco1,-0.7,0.6
O=C(Nc1c(-c2ccccc2)nc2ccccn12)c1cccc(F)c1,-1.27,0.2
CC(=O)c1sc(NC(=O)c2ccc(Br)o2)nc1C,1.58,-0.1
Cn1c(SCc2cccc(C#N)c2)nc2ccccc2c1=O,-0.88,1.4
C#CC[N+](CC)(CC)CC#Cc1ccccc1,0.73,-1.5
COc1cccc(-c2nc3ccc(O)cc3c(=O)o2)c1,-1.67,5.5
CCOc1ccc(CCNC(=O)CCOc2cc(C)ccc2C)cc1OCC,-5.12*,-0.1
Cc1cc(C)c(NC(=O)CSc2ccc(-c3ccccn3)nn2)c(C)c1,-0.02,4.1
CCN(CC)S(=O)(=O)c1ccc(N=NC2=C(O)CC(C)(C)CC2=O)cc1,0.01,-1.0
Cc1nnc(SCc2nc3ccccc3s2)n1-c1ccccc1,-3.15,-0.5
COc1cc(C(=O)NCC(c2ccco2)N(C)C)cc(OC)c1OC (stereo not given),-0.14,-1.2
CC1=CC(C)(C)Nc2cc(C)c(C)cc21,.,-1.4
Cc1ccc(Oc2ccc(Cl)cc2N)cc1,-0.59,1.1
CCNC(=O)NNC(=O)C1CC(c2cccs2)=NO1 (stereo not given),-0.72,-0.3
Cc1ccc(NC(=O)NCCCc2ccccc2)cc1,1.08,-0.6
COc1ccc(C)cc1NC(=O)c1cnc2n(c1=O)CCS2,-0.37,-0.1
CC(Sc1nc2ccccc2c(=O)n1CCc1ccc(S(N)(=O)=O)cc1)C(=O)NC(N)=O (stereo not given),-0.11,2.8
COc1ccc(OCC(=O)N/N=C/C(C)=C/c2ccco2)c(Br)c1,-1.25,1.5
CN(C)C(=O)N1CCCC(C(=O)NCc2cccs2)C1 (stereo not given),0.89,-0.9
C=CCn1c(-c2ccccc2OCC)n[nH]c1=S,-0.01,0.1
COc1ccc(-c2nn(-c3ccccc3)cc2/C=C\C(=O)Nc2ccc(C(=O)O)cc2)cc1,1.79,0.4
O=C(COc1ncnc2ccccc12)NC(=O)NCc1ccccc1,0.75,0.2
O=S(=O)(NCC(c1ccco1)N1CCc2ccccc2C1)c1ccc(Br)cc1 (stereo not given),0.02,-1.4
CC(=O)c1ccc(OCC(=O)Nc2cccc(S(=O)(=O)N3CCCC3)c2)cc1,.,-0.3
CC1=C(C(=O)Nc2ccccn2)C(c2ccc(F)cc2)n2ncnc2N1 (stereo not given),0.97,0.4
O=C(c1ccc(Cn2cc(Br)cn2)o1)N1N=C(C(F)F)CC1(O)C(F)F (stereo not given),-0.52,-1.1
O=C(N/N=C/c1ccc2c(c1)OCO2)c1cccc2ccccc12,-1.14,-1.2
O=C(Cn1c(=O)oc2ccccc21)Nc1ccccc1C(F)(F)F,0.25,-1.3
Cc1ccc(Cl)cc1N1CCN(C(=O)C(=O)N2CCCCC2)CC1,0.61,-1.3
O=C(NCc1ccccc1Cl)C1CCN(C(=O)c2ccco2)CC1,-0.62,-0.7
CC(=O)c1cccc(NC(=O)/C(=C\c2ccco2)NC(=O)c2ccco2)c1,-0.07,-1.0
CC1(C)SC(=S)N(NC(=O)Nc2ccccc2)C1N(O)C(=O)Nc1ccccc1 (stereo not given),0.04,-2.3

# The list continues.
SMILES,Kir21 inh,STK33 inh
CCc1cc(=O)oc2cc(C)cc(OCC(=O)NC(Cc3ccc(Cl)cc3)C(=O)O)c12 (stereo not given),0.54,-0.8
CCOC(=O)c1oc2cc(C)cc(C)c2c1C,-0.74,-3.7
COc1ccc(OC)c(CNS(=O)(=O)c2cc(-c3cc(C)no3)ccc2OC)c1,1.6,-1.2
CCCCNC(=O)CSc1nnc(-c2ccco2)n1C,0.12,-1.6
CCn1c(C)cc2c(c1=O)C(c1ccccc1)C(C(=O)OC)=C(N)O2 (stereo not given),-0.77,5.1
CCC(=O)Nc1cccc(NC(=O)c2ccc(Br)cc2)c1,0.02,0.1
O=C(Nc1ccc(NC(=O)c2ccc(Cl)cc2Cl)cc1)c1ccc2c(c1)OCO2,1.36,-0.2
N#CCC(=O)N/N=C1\CCCCC1C1CCCCC1 (stereo not given),0.44,-0.3
CC(=O)N1c2ccc(S(=O)(=O)N3CCC(C(=O)Nc4cc(C)ccn4)CC3)cc2CC1C (stereo not given),-0.11,-0.5
CCOC(=O)c1[nH]cnc1N=Nc1c(O)ccc2ccccc12,-0.36,-1.6
CCN(C(=O)CN1C(=O)S/C(=C\c2ccc(Cl)cc2)C1=O)C1CCS(=O)(=O)C1 (stereo not given),0.03,0.0
CCOC(=O)C1CCN(c2cc(C)nc3cc(-c4cccc(F)c4)nn23)CC1,-0.19,-2.2
C/C(=N\OCC(=O)OCC(=O)NC(=O)c1ccccc1)c1ccc2c(c1)OCO2,1.44,-1.1
CCOc1ccccc1N(CC(=O)NCC1CCCO1)C(=O)CCC(=O)Nc1ccccn1 (stereo not given),-0.92,.
Cc1cn(S(=O)(=O)c2cc(Br)ccc2Br)cn1,-0.34,-0.7
COC(=O)c1ccc(COc2ccc(-c3nnn(CC(N)=O)n3)cc2)cc1,0.54,-1.3
Cc1ccc(-n2cc(CN3CCNC(=O)CC3)c(-c3ccc(F)cc3)n2)cc1,-1.36,-1.1
CC1CN(C(=S)Nc2ccccc2)N(c2ccccc2)C1 (stereo not given),-0.72,-2.2
Cc1nn(-c2ccccc2)c(C)c1NC(=O)COc1ccc(F)cc1Cl,1.98,-2.4
O=C(O)c1ccc(S(=O)(=O)c2ccc3c(c2)C(=O)N(NC(=O)c2cccnc2)C3=O)cc1,-0.49,-1.5
CCCCSCCCNC(=O)c1ccc2c(c1)N(CC)C(=O)c1ccccc1S2=O (stereo not given),0.6,0.6
CC(C)CCN1CCN(Cc2ccoc2)CC1CCO (stereo not given),2.2,0.2
CCN(CC(=O)NCc1ccc(Cl)cc1)C(=O)CSCC(=O)Nc1ccc(C)cc1,0,-1.4
CC1(C(=O)OCC(=O)NC(=O)NCc2ccccc2)CC1(Cl)Cl (stereo not given),-0.54,2.4
O=C(CSC1=NNC(c2ccccn2)S1)Nc1ccc(C(F)(F)F)cc1 (stereo not given),1.58,-1.0
COc1ccccc1C(=O)Nc1nc2ccccc2s1,-0.68,4.0
O=C(CSc1ncccn1)NC(=O)NCc1ccco1,1.19,0.6
O=C(O)c1cc(-c2cc(C(=O)O)c3ccccc3n2)nc2ccccc12,-0.84,-0.6
CC(C)NC(=O)NC(=O)COC(=O)/C=C/c1ccccc1[N+](=O)[O-],0.03,-0.4
O=[N+]([O-])c1ccccc1/C=C/CN1CCCC(CO)C1 (stereo not given),-0.05,-1.0
CCn1c(/C=C\c2ccccc2C)nc2ccccc2c1=O,1.03,1.0
COc1ccc(COC(=O)c2cc(S(=O)(=O)N3CCCCC3)ccc2N2CCOCC2)cc1,-0.2,-0.6
COC(=O)c1sccc1NC(=O)c1cc(-c2cccc(C)c2)nc2ccccc12,1.83,-3.2
N#CC(c1ccccc1)N(CCCCl)C(=O)c1ccc(Br)cc1 (stereo not given),-2.83,-2.3
Cc1cc(NC(=O)CSc2ccc(F)cc2)no1,-0.57,0.8
COc1ccc(C(=O)Nc2nc(-c3ccc([N+](=O)[O-])cc3)c(-c3ccc(OC)cc3)s2)cc1,-1.5,-2.7
CCOC(=O)c1cc(C)sc1NC(=O)CN1CCN(C(=O)C2CCCO2)CC1 (stereo not given),2.43,-1.8
COc1ccc(NC(=O)C(c2ccccc2)N(C)C(=O)c2ccc(=O)[nH]c2)cc1 (stereo not given),-0.56,-1.2
Cc1ccc2ccc(S(=O)(=O)NCc3ccco3)cc2c1,-0.77,4.3
Cc1ccc2c(c1)nnn2C1CCN(C(=O)Nc2ccccc2C)CC1,0.1,-0.7
COc1ccc(-c2c(C#N)c(N)nc3c2CCc2ccccc2-3)cc1OC,4.12,0.2
CC(C)c1cc(C(=O)NCCc2ccccc2)no1,0.98,-4.7
COc1ccc(OC)c(NC(=O)c2ccccc2OC(C)=O)c1,0.52,1.1
CCCCCCCn1ccc(O)c(CC(=O)OC)c1=O,-0.01,0.9
CCOC(=O)c1cc2c(n(-c3ccccc3)c1=O)CC(C)(C)CC2=O,1.31,-0.6
CC(C)(C)C(=O)/C(C#N)=C/c1ccc(O)cc1,0,0.7
CCn1c(=O)n(CC)c2cc(S(N)(=O)=O)c(C)cc21,-0.65,-1.6
COCc1cc(=O)[nH]c(N2CCN(Cc3ccc4c(c3)OCO4)CC2)n1,2.11,0.7
O=C(c1cccc(F)c1F)N1CCCc2ccccc21,0.01,-0.1
COc1ccc(C2C(C(=O)NCCN(C)C)c3ccccc3C(=O)N2C)cc1OC (stereo not given),-0.64,-0.4

# (continued)
SMILES,Kir21 inh,STK33 inh
FC(F)(F)c1ccc(C2[C@H]3CN(Cc4cccnc4)[C@H](c4ccccc4)C34CC2(c2ccccc2)C4)cc1 (stereo not given in full),-0.62,-1.6
CCC(CC)COC(=O)C1=C(C)NC(=O)NC1c1ccc([N+](=O)[O-])cc1 (stereo not given),0.69,-3.2
CCOc1ccc(S(=O)(=O)N2CCC(C(N)=O)CC2)c2ccccc12,-1.5,-0.2
N=C1SC(CC(=O)Nc2ccccc2[N+](=O)[O-])C(=O)N1c1ccccc1 (stereo not given),0.12,-0.3
CCOC(=O)C1CCCN(C(=O)CN2C(=O)/C(=C/c3ccc(OC)cc3)Oc3ccccc32)C1 (stereo not given),1.2,-0.3
COc1ccc(NC(=O)COC(=O)c2cnccn2)cc1Cl,-0.79,2.0
CC(CC(=O)NCCc1ccc(S(N)(=O)=O)cc1)c1ccccc1 (stereo not given),-0.96,-0.9
C=CCN1c2ccccc2C(=O)CS1(=O)=O,.,0.7
CCc1ccc(OCCNC(=O)c2ccc(S(=O)(=O)N(C)C)cc2)cc1,1.55,0.0
CC(=O)N1CCC(C(=O)NC2CCCc3c2cnn3-c2cc(F)cc(F)c2)CC1 (stereo not given),0,-0.1
CC(C)Oc1cc(NC(=O)CS(=O)CC(=O)N(C)C)c(Cl)cc1Cl (stereo not given),0.02,-0.3
COC(=O)c1cccc(NC(=O)CN2CCN(c3ccc(OC)cc3)CC2)c1,2.65,-0.2
CCc1ccccc1NC1c2ccccc2C(=O)N1c1cccnc1 (stereo not given),-1.66,-1.3
NC(=O)NCC(=O)N1CCC(C(O)(c2ccccc2)c2ccccc2)CC1,1.59,0.8
Cc1cc(=O)c2ccc3ccccc3c2[nH]1,1.14,0.6
